WRN helicase inh: WRN helicase (human) inhibition | Q14191 | WRN helicase unwinding, fluorescent forked duplex, kinetic | Potency, µM (series often up to 114 µM), for the others: at the top dose activity change, negative = inhibition, hits mostly inhibitors | 360,000 tested, 0.46% active | AID 651768; also: potency is read from the fitted curve at half-maximal effect; % is scaled to controls: 0 for no effect and ±100 for the full control effect; nearly all actives have a fitted effect of over 55% in size
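WRN at 20 nM final was preincubated with compound for 15 min at room temperature; reaction started with 100 nM forked duplex oligonucleotide carrying fluorophore and quencher plus 2 mM ATP (final). Unwinding followed kinetically by red fluorescence (ex 525/em 598 nm).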
PI5P4Ka inh: blocks human PI5P4K alpha kinase activity | PI5P4Kalpha enzyme, ADP-Glo luminescence, 60 min; active compounds read low | max response, % | 330,000 tested, 1.2% active | AID 652105; active = max response of -50% or lower; inconclusive = between -30% and -50%; inactive = -30% or higher; also: value at the top dose of about 77 µM; % is scaled to controls: 0 for no effect and ±100 for the full control effect
Target sequence (P48426 whole entry, looked up): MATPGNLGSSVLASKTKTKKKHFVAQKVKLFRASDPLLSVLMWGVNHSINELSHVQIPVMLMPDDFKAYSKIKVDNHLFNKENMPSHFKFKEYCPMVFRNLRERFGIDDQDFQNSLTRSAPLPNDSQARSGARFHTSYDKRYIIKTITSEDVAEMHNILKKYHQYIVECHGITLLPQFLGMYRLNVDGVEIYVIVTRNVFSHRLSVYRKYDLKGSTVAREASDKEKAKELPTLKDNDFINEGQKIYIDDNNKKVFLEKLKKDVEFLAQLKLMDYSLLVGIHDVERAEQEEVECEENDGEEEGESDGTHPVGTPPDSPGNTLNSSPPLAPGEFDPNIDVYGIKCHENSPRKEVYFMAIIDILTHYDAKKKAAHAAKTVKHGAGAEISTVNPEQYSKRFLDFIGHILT
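Single end-point luminescence (ADP-Glo) quantified ADP from PI5P4Kalpha turnover; ATP 5 microM final, 1 h at RT, 0.1% CHAPS and 0.28 mM EGTA in HEPES pH 7.4.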
EPAC1 ag: agonists of human EPAC1; AID 720707; Potency, µM (highest dose often 154 µM), inactives show at the top dose activation, usual class: activators; O95398; EPAC1 agonist qHTS, biochemical assay; response scale: 100% = response to 6.5 mM cAMP; 360,000 tested, 0.073% active; also: potency is read from the fitted curve at half-maximal effect; nearly all actives have a fitted effect of over 60% in size
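Multi-concentration qHTS readout: loss of Rap1B-bound BODIPY-GDP fluorescence driven by 100 nM EPAC1 with excess GDP (50 uM), monitored kinetically at room temperature; agonist response expressed relative to 6.5 mM cAMP.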
Abeta yeast res: compounds reversing amyloid beta toxicity in yeast. yeast expressing A-beta42, growth rescue, OD600, 48 h; response scale: 0% DMSO, 100% iron-clioquinol control. Potency, µM (titrated, usually from 46.1 µM), for inactives: top-dose growth rescue, hits mostly activators. 410,000 tested, 0.063% active; also: potency is read from the fitted curve at half-maximal effect; nearly all actives have a fitted effect of over 55% in size
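Growth rescue measured by 600 nm absorbance after 48 h yeast culture at 30 C with compound. Values normalized between DMSO and an equimolar ferric chloride plus clioquinol control.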
IL2 activator: IL-2 activation; 360,000 tested, 0.065% active; activation, % (series mostly up to about 46 µM); IL-2 activation reporter assay, cell-based qHTS; stimulated with anti-CD3/CD4/CD28 beads; in transgenic mouse T cells; AID 652025; in the data active = activation above about 50%; inconclusive = mostly about 30% to 49%; also: 0% is about no effect
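Unstimulated transgenic mouse T cells preincubated 60 min with compound, then stimulated with anti-CD3/anti-CD4-coated beads plus anti-CD28 for 18 h at 37 degrees C. IL-2 response read as EGFP and DsRed fluorescence by plate cytometry.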
EPAC1 antag: EPAC1 (human) antagonism; EPAC1 GEF assay, Rap1b-BODIPY-GDP exchange fluorescence; Potency, µM (titrated, usually from 115 µM), without a hit: at the top dose activity change, negative = inhibition, usual class: inhibitors; 360,000 tested, 0.14% active;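 also: potency is read from the fitted curve at half-maximal effect; plate controls were vehicle for no effect and positive control for full effect; nearly all actives have a fitted effect of over 50% in size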
FUS yeast rescue: rescues growth of FUS-expressing yeast; AID 1347120; S. cerevisiae FUS-expressing, growth rescue, OD600, 24 h; 390,000 tested, 0.24% active; Potency, µM (highest dose often 76.6 µM), inactives show at the highest dose growth rescue (activation), usual class: activators;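 also: potency is read from the fitted curve at half-maximal effect; plate controls were DMSO vehicle for no effect and reference control for full effect; nearly all actives have a fitted effect of over 55% in size; some results filed as inactive show a strong effect at the top dose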
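Restored growth of FUS-toxic S. cerevisiae, read as 600 nm absorbance after 24 h at 30C in galactose medium (starting OD 0.005). Controls CP55940 and DMSO.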
PLK1 PBD inh: PLK1 (human) polo-box domain binding inhibition; P53350; Plk1 PBD binding of FITC phosphopeptide, fluorescence polarization; Potency, µM, for the others: max response, negative = inhibition, usual class: inhibitors; 360,000 tested, 2.8% active; AID 720504; also: potency is read from the fitted curve at half-maximal effect; series mostly up to about 57 µM; % is scaled to controls: 0 for no effect and ±100 for the full control effect; nearly all actives have a fitted effect of over 65% in size
Target sequence (P53350 whole entry, looked up, the tested form may be a part): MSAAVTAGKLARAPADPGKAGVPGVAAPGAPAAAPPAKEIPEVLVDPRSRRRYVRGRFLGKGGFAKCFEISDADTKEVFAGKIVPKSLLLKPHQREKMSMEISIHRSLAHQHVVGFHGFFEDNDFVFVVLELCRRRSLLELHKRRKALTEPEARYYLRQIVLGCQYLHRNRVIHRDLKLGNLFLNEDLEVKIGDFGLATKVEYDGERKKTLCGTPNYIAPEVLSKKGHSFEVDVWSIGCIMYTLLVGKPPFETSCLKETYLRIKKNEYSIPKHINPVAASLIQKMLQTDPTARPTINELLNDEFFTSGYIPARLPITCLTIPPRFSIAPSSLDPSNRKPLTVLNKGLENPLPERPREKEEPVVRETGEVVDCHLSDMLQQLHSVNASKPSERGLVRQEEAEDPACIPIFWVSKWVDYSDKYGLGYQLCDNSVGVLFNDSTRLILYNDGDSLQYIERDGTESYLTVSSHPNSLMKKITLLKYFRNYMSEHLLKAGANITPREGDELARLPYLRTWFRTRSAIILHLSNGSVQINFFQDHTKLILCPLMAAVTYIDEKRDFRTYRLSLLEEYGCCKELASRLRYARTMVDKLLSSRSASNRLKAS
An asterisk follows results filed as active; ? = inconclusive; nt = no result given; [ ] = another dose, or the depositor's remark. Unless noted, calls follow the shape of the dose curve; as a rule, active = well fitted curve in the direction sought with a large enough effect; inconclusive = small, poorly fitted or top-dose-only effect, or another doubt; inactive = no such curve, though single readings can be large; an effect the other way counts as inactive or inconclusive.

The opening 2 records as a preview:
Order of values – WRN helicase inh | PI5P4Ka inh | EPAC1 ag | Abeta yeast res | IL2 activator | EPAC1 antag | FUS yeast rescue | PLK1 PBD inh
- Cc1ccc(NC(=O)C2CCCN2C(=O)OC(C)(C)C)cc1C (stereo unspecified)
→ -1.4% | 1.8 | 1.3% | 7.4% | -0.8 | 0.4% | 12.0% | 0.2%
- c1ccc2c(c1)oc1c(Nc3ccc4c(c3)OCO4)ncnc12
→ -13.8% | 2.1 | -4.8% | 6.3% | -0.8 | -29.3% | 49.1% | -3.5%

All compounds of this part (from the top)
Order of values – WRN helicase inh | PI5P4Ka inh | EPAC1 ag | Abeta yeast res | IL2 activator | EPAC1 antag | FUS yeast rescue | PLK1 PBD inh
- Cc1ccc(NC(=O)C2CCCN2C(=O)OC(C)(C)C)cc1C (stereo unspecified)
→ -1.4% | 1.8 | 1.3% | 7.4% | -0.8 | 0.4% | 12.0% | 0.2%
- c1ccc2c(c1)oc1c(Nc3ccc4c(c3)OCO4)ncnc12
→ -13.8% | 2.1 | -4.8% | 6.3% | -0.8 | -29.3% | 49.1% | -3.5%
- CC(=O)Nc1ccc(CNc2nc(NC(C)C)nc3cc(-c4ccccc4)sc23)cc1
→ 12.6%[57.1 µM] | nt | -12.9% | -9.9% | -1.0 | -13.0% | -12.1% | 1.0%
- O=c1c2c(nc3cc(-c4ccccc4Cl)[nH]n13)CCS2
→ -11.9% | -7.3 | -2.2% | -23.6% | -2.6 | -5.6% | 23.4% | -19.4%
- CCCCOc1ccc(CNC(=O)NS(=O)(=O)c2ccc(OCC)cc2)cc1
→ -5.7% | -5.9 | 3.3% | 17.4% | 0.3 | 16.6% | -19.1% | 1.9%
- O=S(=O)(N[C@@H]1C[C@H]2CC[C@@H]1C2)c1cccs1
→ 3.2% | 4.8 | 11.7% | -2.1% | -2.9 | ? | 6.6% | -8.4%
- CCOC(=O)c1cc(C#N)c(SCC(=O)c2cc(C#N)c(SC)nc2C)[nH]c1=O
→ -29.4% | nt | 12.2% | -1.8% | -0.8 | -14.5% | 53.0% | ?
- OC(c1nc2ccc(F)cc2[nH]1)C(O)c1nc2ccc(F)cc2[nH]1 (stereo unspecified)
→ -8.2% | 3.0 | 1.1% | -4.0% | 8.4 | 0.4% | 21.9% | 2.3%
- CCCCNC(=O)C1C(c2ccc(OC)cc2)=Nc2ccccc2N1C(=O)Cc1cc(OC)cc(OC)c1 (stereo unspecified)
→ -9.7% | -4.3 | 2.1% | -1.5% | -0.5 | -8.1% | ? | -12.0%
- CCOC(=O)c1cccc(NC(=O)CN(c2ccc(OC)cc2)S(=O)(=O)c2c(C)noc2C)c1
→ -3.9% | 1.9 | 9.3% | 0.0% | 0.0 | -1.1% | nt | 4.9%
- CC(=O)Nc1ccc(NC(=O)C2CC(=O)N=C(N)S2)cc1 (stereo unspecified)
→ -2.6% | -0.8 | 1.4% | 4.3% | 1.1 | 4.4% | nt | -3.6%
- O=C(Cc1csc(Nc2nc(=S)[nH]c3ccccc23)n1)NCc1ccccc1Cl
→ -13.5% | nt | 10.4% | -16.3% | 0.2 | -4.3% | 26.5% | 2.0%
- O=C(COc1cccc(F)c1)NNC(=O)Cc1ccc(Br)cc1
→ -8.4% | 0.4 | 13.2% | 6.3% | -0.5 | 3.8% | -12.8% | -1.6%
- O=C(c1cccnc1)N1C2CCC1CC(O)(c1ccc(F)cc1)C2 (stereo unspecified)
→ -4.0% | nt | -5.7% | -2.2% | -2.5 | 10.5% | -4.0% | 1.2%
- CCCCCC(=O)N1C[C@@H](O)[C@H](n2cc(C3CC3)nn2)C[C@@H]1c1ccc(Cl)cc1
→ -1.6% | 5.6 | -8.2% | -4.7% | -0.4 | -3.2% | ? | -4.9%
- Cc1cc(=O)oc2c3c(cc(OCC(=O)NCC(=O)N[C@H](C(=O)O)C(C)C)c12)OC(C)(C)CC3
→ -1.8% | -6.7 | -8.0% | 2.1% | -3.8 | -6.5% | 5.0% | 3.7%
- CCOC(=O)CSc1nc2sc3c(c2c(=O)[nH]1)CC(C)(C)OC3
→ 6.5% | -1.6 | 5.8% | 10.3% | 0.7 | 12.2% | 10.6% | -26.3%
- Cc1ccc(-n2nnnc2SCc2nc3sc(C)c(C)c3c(=O)[nH]2)cc1
→ -1.6% | -1.1 | -14.4% | -7.1% | 0.6 | -4.1% | nt | 7.7%
- N/C(=N\OC(=O)Cc1ccc(Cl)cc1)c1ccncc1
→ -1.2% | 6.8 | -6.4% | 27.9% | -0.9 | 5.4% | 2.8% | -5.5%
- COc1ccc(-n2nc(C(=O)NCC(=O)N3CCCC3)c3ccccc3c2=O)cc1Cl
→ 17.7% | 4.5 | 6.4% | 5.2% | 0.1 | 9.7% | 6.4% | -11.3%
- Cc1ccccc1C(=O)NCCOc1ccccc1Cl
→ 1.9% | -1.6 | 0.4% | 16.6% | -3.9 | 11.4% | 6.4% | -1.2%
- CC(=O)c1c(C)[nH]c(C(=O)Nc2cc(C)ccc2C)c1C
→ -4.9% | -3.4 | 0.6% | 10.2% | 1.2 | -6.3% | -10.4% | -5.5%
- COc1ccc(S(=O)(=O)N2CCCCCC2)cc1C(=O)NCc1ccco1
→ -7.6% | 0.4 | 10.0% | -9.6% | -0.4 | 0.0% | 16.0% | -22.3%
- O=C(Nc1ccc(C(=O)O)cc1)Nc1ccc(F)cc1F
→ -5.6% | 9.1 | 10.4% | -9.0% | 0.5 | 3.6% | 5.3% | -0.8%
- COc1ccc(CCC(=O)NCCS(=O)(=O)N2CCN(c3ccccc3F)CC2)cc1
→ -11.5% | 1.5 | 10.6% | 11.2% | -0.7 | -9.3% | 31.0% | -8.1%
- COCc1ccc(CN2CCC(CO)(CC3CCCCO3)CC2)o1 (stereo unspecified)
→ -2.0% | 3.1 | 3.8% | 1.4% | -1.9 | 7.6% | 5.7% | -2.8%
- CCOc1ccccc1OC(C)C(=O)Nc1ccc(S(=O)(=O)N2CCCC2)cc1 (stereo unspecified)
→ -1.3% | 2.5 | 4.9% | 8.5% | -2.0 | 2.3% | 13.6% | 2.5%
- Cc1cccc(C)c1Nc1nc2ccccc2o1
→ 0.8% | 2.4 | -1.9% | 11.9% | -1.8 | 8.0% | -21.4% | -1.4%
- CCCCN(C)S(=O)(=O)c1ccc(C(=O)N(CCN(C)C)c2nc3ccc(C)cc3s2)cc1
→ 5.3% | 0.1 | 9.1% | -13.9% | 1.0 | -3.0% | -8.2% | -8.8%
- CCOC(=O)C1=C(C)NC(C)=C(C(=O)OC)C1c1ccco1 (stereo unspecified)
→ 6.8% | -3.5 | -12.7% | -7.5% | 0.7 | -15.7% | 3.8% | -8.1%
- COc1ccc(N2C(=O)C3CCCN3C2c2cc(OC)c(OC)c(OC)c2)cc1 (stereo unspecified)
→ -2.4% | 1.6 | 4.8% | -8.0% | -1.8 | -15.8% | -5.8% | -13.6%
- O=C(COC(=O)C1CC(=O)N(C2CCCCC2)C1)c1ccc(F)cc1 (stereo unspecified)
→ -10.9% | 2.7 | -17.1% | -5.1% | -2.9 | -18.2% | 3.2% | -7.2%
- CC(C)N1CCN(CC2COc3ccccc3O2)CC1 (stereo unspecified)
→ 7.1% | -1.5 | -5.0% | -7.0% | 0.2 | 1.4% | -20.0% | -3.1%
- O=C1OC(c2ccc(Cl)cc2)=C/C1=C/c1cccnc1
→ 2.5% | 15.2 | 8.2% | -9.8% | -2.9 | -1.5% | 17.1% | 0.0%
- COCC(C)n1c(C)cc(C(=O)Cn2nc(C(=O)O)c3ccccc3c2=O)c1C (stereo unspecified)
→ -27.5% | -11.3 | -1.2% | 17.4% | -2.3 | 4.9% | 14.1% | -10.2%
- Cc1c(Cl)cccc1NC(=O)c1cc(-c2ccco2)on1
→ ? | -13.9 | 10.2% | -11.5% | -2.5 | -9.7% | 19.7% | -6.1%
- O=C1NC2c3ccccc3CC2O1 (stereo unspecified)
→ -4.6% | -4.1 | 7.7% | 0.8% | 0.4 | -6.6% | 2.2% | 9.9%
- COc1cc2nc(C(C)(C)C)oc(=O)c2cc1OC
→ -7.0% | -5.2 | 9.2% | -0.3% | -1.1 | -4.7% | 4.9% | 8.5%
- CCNC(=O)O/N=C1\CCCCC1c1ccc([N+](=O)[O-])cc1[N+](=O)[O-] (stereo unspecified)
→ -6.7% | -18.5 | 0.2% | -6.8% | -2.3 | 11.2% | 0.9% | ?
- Cn1cc(Br)c(C(=O)Nc2sc3c(c2C#N)CCC3)n1
→ -23.3% | -12.0 | 4.2% | -12.9% | -0.8 | -19.1% | 7.2% | ?
- Cc1ccccc1OCC(=O)NCC(=O)OCC(=O)c1ccc([N+](=O)[O-])cc1
→ -6.2% | -5.4 | 0.1% | 8.3% | -2.2 | -14.7% | 9.5% | -5.1%
- O=C(COC(=O)c1cc(Cl)ccc1O)Nc1ccccc1C(=O)NC1CC1
→ -4.1% | 3.7 | 1.7% | -2.3% | -0.3 | -8.8% | 2.5% | -16.9%
- O=C(CSc1nnnn1-c1ccc2c(c1)OCCO2)c1cccc2c1OCCO2
→ 5.2% | nt | -1.6% | 11.4% | -0.3 | 9.8% | 24.5% | -6.7%
- CC(Oc1ccc(Br)cc1)C(=O)N(Cc1ccccc1)c1c(N)n(Cc2ccccc2)c(=O)[nH]c1=O (stereo unspecified)
→ 3.9% | -7.0 | 1.7% | -9.8% | -1.4 | -14.8% | -24.7% | -15.6%
- CCC(C)Nc1cc(C)nc2ncnn12 (stereo unspecified)
→ 1.4% | -0.3 | -3.3% | 5.5% | 0.5 | -12.2% | -48.1% | 4.7%
- Cc1ccc(N2C(=O)c3cccc4c(N5CCN(C)CC5)ccc(c34)C2=O)c2cccnc12
→ 1.7% | nt | 21.7% | -5.9% | ? | 5.0% | -2.4% | ?
- CN(C1=NS(=O)(=O)c2ccccc21)c1ccc(OC(=O)c2ccccc2F)cc1
→ 2.4% | 3.8 | 8.9% | -0.5% | -1.5 | 9.8% | -52.4% | -10.1%
- Cc1cc(N(C)Cc2ccccc2)nc2cc(O)ccc12
→ -4.6% | 4.8 | 6.8% | -13.1% | 6.6 | ? | 8.9% | 2.8%
- Cc1ccccc1NC(=O)C(C)Sc1nnc(-c2ccncc2)n1CC1CCCO1 (stereo unspecified)
→ 6.2% | 1.3 | -2.3% | -15.1% | 0.1 | 6.1% | 21.4% | -5.5%
- C/C=C(/C)C(=O)Nc1cccc(C2=NOC3(C2)C[C@@H](C(N)=O)N(C(=O)[C@H]2CCC(=O)N2)C3)c1 (stereo partly specified)
→ 1.3% | -0.6 | -14.3% | -2.6% | 0.6 | -8.9% | -11.4% | -13.1%
- Cc1ccc([N+](=O)[O-])cc1S(=O)(=O)N1CCNCC1
→ 7.2%[57.1 µM] | -14.8 | -2.2% | -4.3% | -0.4 | -10.9% | -9.4% | 15µM*

Compound activity as filed in PubChem.
